MrgX1 PAM: positive allosteric modulators of MrgX1, primary screen, HEK293 cells, Fluo-4 calcium flux; Mas-related G-protein coupled receptor member X1 (Homo sapiens), Q96LB2; FDSS; active compounds read high; B-score at 10 µM; actives 0.63% (n = 310,000);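 active means plate-corrected calcium response at least 3 library SD above typical, normal starting fluorescence, not activating the receptor alone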;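 further: compound read alongside a low EC10 to EC30 dose of BAM8-22 agonist; peak minus trough fluorescence over baseline measured at the second addition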
ANO1 block: TMEM16A chloride channel inhibitors, primary screen, cell-based, HTS; HEK293 TMEM16A/YFP iodide influx fluorescence, ionomycin; normalized B-score (activity score, 25-100; higher = stronger inhibition) at 10 µM; actives 1.2% (n = 310,000);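 active means ratio plate-corrected score three or more library SD toward inhibition, starting fluorescence score within five deviations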;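 further: score derived from kinetic fluorescence span divided by baseline fluorescence per well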
Target sequence (Q8BHY3 whole entry, looked up): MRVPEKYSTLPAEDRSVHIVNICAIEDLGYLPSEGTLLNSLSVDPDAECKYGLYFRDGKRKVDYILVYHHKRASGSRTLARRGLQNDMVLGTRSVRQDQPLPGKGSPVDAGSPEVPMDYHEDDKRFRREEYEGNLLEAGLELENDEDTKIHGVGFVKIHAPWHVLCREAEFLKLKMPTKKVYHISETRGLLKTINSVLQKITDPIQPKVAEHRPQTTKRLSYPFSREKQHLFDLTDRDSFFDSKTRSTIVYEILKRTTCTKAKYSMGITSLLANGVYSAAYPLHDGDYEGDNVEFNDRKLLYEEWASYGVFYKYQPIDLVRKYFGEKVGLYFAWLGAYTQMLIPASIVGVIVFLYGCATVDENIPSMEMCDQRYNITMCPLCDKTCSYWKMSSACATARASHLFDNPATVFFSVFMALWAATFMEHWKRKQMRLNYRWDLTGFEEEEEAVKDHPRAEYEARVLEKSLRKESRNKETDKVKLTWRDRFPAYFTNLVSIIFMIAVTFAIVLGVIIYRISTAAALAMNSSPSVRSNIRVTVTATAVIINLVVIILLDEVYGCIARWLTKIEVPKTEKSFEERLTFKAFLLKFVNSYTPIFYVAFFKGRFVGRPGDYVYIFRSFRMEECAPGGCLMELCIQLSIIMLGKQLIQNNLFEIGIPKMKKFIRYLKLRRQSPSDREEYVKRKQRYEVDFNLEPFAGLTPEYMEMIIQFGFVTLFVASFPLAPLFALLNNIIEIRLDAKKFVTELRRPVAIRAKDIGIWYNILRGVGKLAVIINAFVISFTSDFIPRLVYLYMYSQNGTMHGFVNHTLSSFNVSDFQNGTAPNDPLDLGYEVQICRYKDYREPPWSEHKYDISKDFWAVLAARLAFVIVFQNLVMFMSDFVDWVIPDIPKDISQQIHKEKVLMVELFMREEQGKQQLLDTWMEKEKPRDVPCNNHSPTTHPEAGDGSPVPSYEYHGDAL
TRPC6 inhibitor: mouse TRPC6 channel inhibitors, primary screen, cell-based, HEK293, membrane potential dye. ACh-evoked depolarization; active compounds read low. AID 2553, 2010. B-score at 10 µM. Short transient receptor potential channel 6 (Mus musculus), Q61143. actives 1.1% (n = 310,000);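 active means B-score under library mean minus 3 SD, initial fluorescence not abnormally high, positive integrated signal ratio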;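 further: B-score derived from integrated fluorescence ratio over the kinetic read; more negative B-score means stronger inhibition of depolarization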
TRPC4 act: activators of mouse TRPC4 channel, primary screen, Fluo4 calcium, HEK293 TRPC4beta/mu-opioid cells | Short transient receptor potential channel 4 (Mus musculus), Q9QUQ5 | Fluo4 calcium fluorescence; active compounds read high | B-score at 10 µM | actives 0.49% (n = 310,000) | AID 2237, 2010;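 active means B-score above 5 SD of library B-scores, and initial fluorescence ratio not above library mean plus 5 SD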;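 further: positive B-score marks a calcium rise read as TRPC4 activation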
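Assay system: HEK293 stable line with TRPC4beta plus mu-opioid receptor. Times: dye 45 min RT, read 110 s. Measured by: kinetic Fluo4 calcium fluorescence. Measure: B score of integrated ratio. Controls: assay buffer as low control, maximal DAMGO as high control.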
TMEM16A act: TMEM16A chloride channel activators or potentiators, primary screen, cell-based, HTS; Anoctamin-1 (Mus musculus), Q8BHY3; AID 623877, 2012; B-score at 10 µM; actives 0.3% (n = 340,000); HEK293 TMEM16A/YFP-H148Q/I152L, iodide quench fluorescence; active compounds read low;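 active means fluorescence-ratio B-score plate-corrected deviation score at least 3 library SD below zero, with starting fluorescence score within 5 deviations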;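 further: channel opened by trigger with iodide after compound preincubation; score built on the fluorescence ratio of max minus min over baseline; more negative score means more quench and so TMEM16A activation or potentiation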
TRPC4 potent: positive allosteric modulators of TRPC4, primary screen, cell-based, mouse TRPC4beta, HEK293 mu-opioid, Fluo-4 calcium; actives 0.42% (n = 310,000); DAMGO EC20, Fluo-4 Ca2+ flux; active compounds read high; AID 2227, 2009; Short transient receptor potential channel 4 (Mus musculus), Q9QUQ5; B-score at 10 µM;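 active means B-score of calcium response area above 5 SD of library B-scores, with initial fluorescence ratio within 5 SD of library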;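 further: B-score of integrated fluorescence ratio over time as area under calcium response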
RGS4 block: RGS4 inhibitors, primary screen, cell-based, HEK293 M3R inducible RGS4, calcium flux; B-score at 10 µM; AID 463165, 2010; actives 0.45% (n = 310,000); Regulator of G-protein signaling 4 (Homo sapiens), P49798; Fluo-4 calcium flux; active compounds read high; triggered by carbachol at its EC20;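 active means B-score, a plate-corrected calcium signal, over three deviations above library mean, with baseline fluorescence within five deviations of library mean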;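 further: RGS4 expression induced by doxycycline in cells with stable M3 receptor; B-score is computed from the integrated fluorescence ratio over baseline after carbachol; higher B-score means a larger calcium signal and so more RGS4 inhibition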
MrgX1 agonist: agonists of human MrgX1 receptor, primary screen, HEK293 cells, Fluo-4 calcium flux; actives 0.44% (n = 310,000); B-score at 10 µM; Fluo-4 calcium fluorescence, agonist mode; active compounds read high; Mas-related G-protein coupled receptor member X1 (Homo sapiens), Q96LB2;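 active means calcium response B-score plate-corrected fluorescence ratio at least 3 library SD, with starting fluorescence B-score inside 5 SD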
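Test system: Stable human MrgX1 HEK293 cell line | Schedule: Overnight plating before 1 h dye loading | Read-out basis: Baseline-normalised fluorescence change ratio, B-scored | Detection: Kinetic calcium dye fluorescence, Fluo-4 NW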
MrgX1 antag: antagonists of human MrgX1 receptor, primary screen, HEK293 cells, Fluo-4 calcium flux; Mas-related G-protein coupled receptor member X1 (Homo sapiens), Q96LB2; BAM8-22 antagonism; active compounds read low; B-score at 10 µM; actives 1.3% (n = 310,000);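 active means calcium-response B-score plate-corrected more than 3 library SD below zero, starting fluorescence within 5 deviations, no agonist response on first addition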;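 further: peak minus trough fluorescence over baseline after final BAM8-22 challenge near maximal dose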
TRPC4 block: inhibitors of mouse TRPC4 channel, primary screen, Fluo4 calcium, HEK293 TRPC4beta/mu-opioid cells; Short transient receptor potential channel 4 (Mus musculus), Q9QUQ5; DAMGO-evoked Fluo4 calcium flux; active compounds read low; B-score at 10 µM; actives 0.39% (n = 300,000); AID 2247, 2010;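 active means B-score over 3 SD under the library average, no early fluorescence shift, positive overall ratio signal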
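test system = HEK293 cells with stable TRPC4beta plus mu-opioid receptor expression | detection = Fluo4 Ca2+ flux fluorescence | read-out = integrated fluorescence ratio relative to baseline, converted to per-well B score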
TRPC6 act: mouse TRPC6 channel activators, primary screen, cell-based, HEK293, membrane potential dye. Short transient receptor potential channel 6 (Mus musculus), Q61143. HEK293-TRPC6 membrane potential dye fluorescence; active compounds read high. B-score at 10 µM. actives 0.13% (n = 310,000). AID 2550, 2010;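 active means B-score of the integrated fluorescence ratio above library mean plus 3 SD, and starting fluorescence ratio within library mean plus 5 SD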;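 further: higher score means more depolarization so channel activation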
An asterisk follows results filed as active; i = inactive; . = no result given.

SMILES	MrgX1 PAM	ANO1 block	TRPC6 inhibitor	TRPC4 act	TMEM16A act	TRPC4 potent	RGS4 block	MrgX1 agonist	MrgX1 antag	TRPC4 block	TRPC6 act
Cc1ccc(Oc2ccc(/C=N/O)cn2)cc1	i	i	i	i	i	i	i	i	i	i	i
Cc1nn(S(=O)(=O)c2cccc([N+](=O)[O-])c2)c(C)c1S(=O)(=O)N1CCOCC1	i	i	i	i	i	i	i	i	i	i	i
COc1cc(C=C(C(C)=O)C(C)=O)ccc1O	i	i	i	i	i	i	5.41*	i	i	i	i
Cc1ccc(-c2nnc(N3CCC(C)CC3)c3ccccc23)cc1	i	i	i	i	i	i	i	i	i	i	i
CCOCCn1ccc2c(OCC(=O)Nc3ccccc3OC)cccc2c1=O	i	i	i	i	i	i	i	i	i	i	i
CCOC(=O)N1CCN(c2cc(=O)n(-c3cccc(C)c3)c(=O)[nH]2)CC1	11.1*	i	i	i	i	i	i	i	i	i	i
COc1ccc(CNC(=O)COC(=O)c2cccnc2Nc2cccc(C(F)(F)F)c2)cc1	i	i	i	i	i	i	i	i	i	i	i
Cc1ccc(S(=O)(=O)NC(C)CCc2ccccc2)cc1C(N)=O (stereo not given)	i	i	i	i	i	i	i	i	i	i	i
O=C(c1cccc(F)c1)N1CCCC(C(=O)N2CCCC2)C1 (stereo not given)	i	i	i	i	i	i	i	i	i	i	i
CC1CN(S(=O)(=O)c2cccc(C(F)(F)F)c2)CN1C(=O)N1CCOCC1 (stereo not given)	i	i	i	i	i	i	i	i	i	i	i
CC(=O)Cn1c(=O)oc2ccccc21	i	i	i	i	i	i	i	i	i	i	i
O=C(N/C(=C/c1cccs1)C(=O)N1CCOCC1)c1ccco1	i	i	i	i	i	i	i	i	i	i	i
COc1ccc(Br)cc1/C=N/n1c(C)nnc1C	i	i	-5.36*	i	i	i	i	i	i	i	i
Cc1ccc(NC(=O)CSc2nnc(-c3ccco3)o2)c(C)c1	i	i	i	i	i	i	i	i	i	i	i
Fc1ccc(CN2CCCN(C(=S)Nc3ccc(F)cc3)CC2)cc1	i	i	i	i	i	i	i	i	i	i	i
Cc1ccc(NC(/C=C/N(C)C)=C/C(=O)C(F)(F)F)c(C)c1	i	i	i	i	i	i	i	i	i	.	i
COc1ccc(Cn2c(C)cc3c(c2=O)C(c2cccs2)C(C#N)=C(N)O3)cc1OC (stereo not given)	i	i	i	i	i	i	i	i	i	i	i
O=C(COC(=O)c1ccc(NS(=O)(=O)c2ccc(Br)s2)cc1)NC1CCCC1	18.8*	i	i	i	i	i	i	i	i	i	i
CCc1ccccc1-n1cnc2cc(C(=O)O)ccc21	i	i	i	i	i	i	i	i	i	i	i
CC(C)CCNC1=NCCCCC1	i	i	i	i	i	i	i	i	i	i	i
COc1ccccc1-c1coc2cc(OC(=O)/C=C/c3ccccc3)ccc2c1=O	i	i	i	i	i	i	i	i	i	i	i
O=C1ON=C(c2cccc([N+](=O)[O-])c2)/C1=C/c1ccc(O)cc1	i	i	i	i	i	i	16.4*	i	i	i	i
CCOC(=O)C1CCCN(Cc2cccc(Cl)c2)C1 (stereo not given)	i	i	i	i	i	i	i	i	i	i	i
O=C(CSc1nc2ccccc2s1)N1CCOCC1	i	i	i	i	i	i	i	i	i	.	i
CCN1CCN(C(=O)c2ccc(C)c(S(=O)(=O)Nc3cccc(C)c3)c2)CC1	i	i	-5.77*	i	i	i	i	i	i	i	i
COc1cc(CNc2ccc3[nH]c(=O)[nH]c3c2)ccc1OCc1ccc(F)cc1Cl	i	i	i	i	i	i	i	i	i	i	i
Cc1ccc(-c2nc(C#N)c(NCCCn3ccnc3)o2)cc1	i	i	i	i	i	i	i	i	i	i	i
COc1ccc(-c2nn(-c3ccccc3)cc2/C=C/C(=O)OCC(=O)Nc2ccccc2C#N)cc1	i	i	i	i	i	i	i	i	i	i	i
CCOc1ccccc1NC(=O)CSc1nnc(-c2cnccn2)n1C	i	i	i	i	i	i	i	i	i	i	i
CCOc1ccccc1NC(=O)Cn1cnc2c(cnn2-c2ccc(C)c(C)c2)c1=O	i	i	i	i	i	i	i	i	i	i	i
Cc1ccc(S(=O)(=O)NC2c3cccc4cccc(c34)C2Sc2n[nH]c(N)n2)cc1 (stereo not given)	i	i	i	i	i	i	i	i	i	i	i
Cc1cc(Br)ccc1NC(=O)CN(C)C(=O)CCSc1ccc(F)cc1	i	i	i	i	i	i	i	i	i	i	i
CCOC(=O)COc1ccc(S(=O)(=O)Nc2ccc(C)cc2)cc1	i	i	i	i	i	i	i	i	i	.	i
Cc1cccc(N2C(=O)N3[C@H](c4ccc(Cl)cc4)[C@@H]4C(=O)N(C5CCCCC5)C(=O)[C@@H]4[C@]3(Cc3ccc(Cl)cc3)C2=O)c1	i	i	i	i	i	i	i	i	i	i	i
CC(C)(C)NC(=O)CCn1nc(-c2ccc(Cl)cc2)c2ccccc2c1=O	i	i	i	i	i	i	i	i	i	i	i
CC(=O)N(CCCN(C)C)CCC(C)CCC=C(C)C (stereo not given)	i	i	i	i	i	i	i	i	i	i	i
COc1cccc(=O)c2c(C)n(C)c(C)c12	i	i	i	i	i	i	i	i	i	i	i
CN1CCN(S(=O)(=O)c2cc([N+](=O)[O-])ccc2N2CCCCCC2)CC1	i	i	i	i	i	i	i	i	i	i	i
CCN(CC)C(=O)CSc1nnc(COc2ccccc2)n1CC	i	25*	i	i	i	i	i	i	i	i	i
CCCC(=O)Nc1c2c(nn1-c1cccc(Cl)c1)CS(=O)(=O)C2	i	i	i	i	i	i	i	i	i	i	i
COc1ccc(N/C(N)=N/c2nc(CSc3nnc(C)s3)cc(=O)[nH]2)cc1	i	i	i	i	i	i	i	i	i	i	i
CCn1c(SCC(=O)Nc2ccc(C(C)=O)cc2)nc2ccccc21	i	i	i	i	i	i	i	i	i	i	i
CCc1nnc(NC(=O)CSc2nc(-c3ccccc3)cc(-c3ccc(F)cc3)c2C#N)s1	i	i	i	i	i	i	i	i	i	i	i
Cc1nc(N2CCN(C)CC2)c2c3c(sc2n1)CCCC3	i	i	-5.44*	i	i	i	i	i	i	i	i
Cc1ccc(NC(=O)[C@H](C)NC(=O)C2CCN(C(=O)[C@@H](N)CC(C)C)CC2)cc1	i	i	i	i	i	i	i	i	i	i	i
C=CCCCOc1ccc(C(=O)O)cc1	i	i	i	i	i	i	i	i	i	i	i
O=C(NCc1ccccc1Cl)C1CCCN1S(=O)(=O)c1ccc(F)cc1 (stereo not given)	i	i	i	i	i	i	i	i	i	i	i
COc1ccc(Nc2nc(NCc3ccco3)nc(N3CCOCC3)n2)cc1	i	i	i	i	i	i	i	i	i	i	i
O=c1ccn(Cc2ccccc2)c(=O)n1Cc1ccccc1	i	i	i	i	i	i	i	i	i	i	i
CN(C)CC(C)(C)CNC(=S)Nc1cc(S(=O)(=O)N2CCOCC2)ccc1Cl	i	i	i	i	i	i	i	i	i	i	i
O=C1C2C3C=CC(C3=C3CCCCC3)C2C(=O)N1Cc1ccccc1 (stereo not given)	i	i	i	i	i	i	i	i	i	i	i
CN(C)S(=O)(=O)c1cccc(C(=O)NC2CCCc3ccccc32)c1 (stereo not given)	i	i	i	i	i	i	i	i	i	i	i
Cc1ccc(/C=C/C(=O)O)cc1S(=O)(=O)NCC1CCCO1 (stereo not given)	i	i	i	i	i	i	i	i	i	i	i
O=c1[nH][nH]c(-c2ccccc2O)c1C(C[N+](=O)[O-])c1cccc(Cl)c1 (stereo not given)	i	i	i	i	i	i	i	i	i	i	i
CCOC(=O)c1nnc(-c2ccccc2)nc1NCc1ccccc1	i	i	i	i	i	i	i	i	i	i	i
C/C(CC(=O)N1CCN(C=O)CC1)=N\NC(=O)c1ccc(Br)cc1	i	i	i	i	i	i	i	i	i	i	i
Cc1ccc(CNC(=O)C2CCN(S(=O)(=O)N3CCC4(CC3)OCCO4)CC2)cc1	i	i	i	i	i	i	i	i	i	i	i
CC(C)c1ccc(CNC(=O)C2CCCN2S(=O)(=O)c2ccccc2)cc1 (stereo not given)	i	i	i	i	i	i	i	i	i	i	i
CCn1nc(C)c(C2C(C#N)=C(N)OC3=C2C(=O)CCC3)c1C (stereo not given)	i	i	i	i	i	i	i	i	i	i	i
CCOC(=O)c1cccc(NC(=O)CSc2nnc(-c3ccncc3)n2CCCOC)c1	i	i	i	i	i	i	i	i	i	i	i
More entries.
SMILES	MrgX1 PAM	ANO1 block	TRPC6 inhibitor	TRPC4 act	TMEM16A act	TRPC4 potent	RGS4 block	MrgX1 agonist	MrgX1 antag	TRPC4 block	TRPC6 act
COc1ccc(C2Nc3cccc4cccc(c34)N2)cc1Br	i	i	i	i	i	i	i	i	i	i	i
COc1ccccc1Oc1nc(-c2ccccc2)cc(C)c1S(C)(=O)=O	i	i	i	i	i	i	i	i	i	i	i
CCC1CCCCN1CCCNC(=O)Cn1cnc2sc(C)c(S(=O)(=O)N3CC(C)CC(C)C3)c2c1=O (stereo not given)	i	i	i	i	i	i	i	i	i	i	i
O=C(NCc1ccccn1)[C@@H]1C[C@H]1[C@@H](NP(=O)(c1ccccc1)c1ccccc1)c1ccccc1	i	i	i	i	i	i	i	i	i	i	i
Cc1cccc(OCc2nnc(SCC(=O)N3CCc4ccccc43)n2C)c1	i	i	i	i	.	i	i	i	i	i	i

High-throughput results deposited in PubChem BioAssay by Johns Hopkins Ion Channel Center.
